# Screens: PubChem BioAssay, National Center for Advancing Translational Sciences (NCATS)
# ATXN2 expr inh: inhibitors of ATXN2 expression | Potency, µM (titrated, usually from 57 µM), for the others: at the top dose activity change, negative = inhibition, actives largely listed as inhibitors | 360,000 tested, 0.72% active | HEK-293 ATXN2-luciferase reporter, luminescence, 24 h; further: potency means the concentration at half of the fitted maximal effect; on the % scale 0 is the no-effect control and ±100 the full control effect; nearly all actives have a fitted effect of over 55% in size
#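 qHTS (up to 57 uM final) was run with 24 h compound exposure of reporter cells at 37 °C. Each well was multiplexed: SteadyGlo luminescence measured ATXN2-luciferase expression after a fluorogenic Gly-Phe-AFC viability readout (25 uM final).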
# IL1B secr inh: inflammasome signaling inhibition, IL-1 beta readout | activity change, % at 57.5 µM | 360,000 tested, 4.7% active | THP-1 LPS/ATP IL-1B secretion, AlphaLISA, 16 h; active compounds read low | AID 743279; in the data active means activity change below about -50%; inconclusive means mostly about -30% to -49%; further: on the % scale 0 is the no-effect control and ±100 the full control effect
#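 Secreted IL-1B measured by AlphaLISA bead assay after 16 h compound exposure of THP-1 cells; compounds (final up to 57.5 uM) added 1 h before LPS (250 ng/mL) and ATP (1.25 mM) stimulation; lower signal means less secretion.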
# MCF10A rereplic: inducers of DNA re-replication in MCF 10A breast cells; AID 624296; MCF 10A DNA re-replication, Hoechst nuclear intensity, 48 h; 350,000 tested, 2.9% active; Potency, µM (highest dose often 46.1 µM), inactives show at the highest dose activity, positive = re-replication, most hits filed as activators; further: potency means the concentration at half of the fitted maximal effect; % of control where 0% means no effect; nearly all actives have a fitted effect of over 50% in size
# S2 tox: cell viability loss in ATXN counter-screen; S2 cells (HEK-293 line with an ATXN2-luciferase reporter) viability, CellTiter-Fluor protease fluorescence, 24 h; Potency, µM (titrated, usually from 56.7 µM), most hits filed as cytotoxic; 400,000 tested, 0.49% active; further: potency means the concentration at half of the fitted maximal effect; nearly all actives have a fitted effect of over 40% in size
# SW480 rereplic: inducers of DNA re-replication in SW480 colon cancer cells; SW480 DNA re-replication, Hoechst DNA content imaging, 48 h; Potency, µM (titrated, usually from 46.1 µM), without a hit: at the top dose re-replication activation, most hits filed as activators; 340,000 tested, 1.8% active; further: potency means the concentration at half of the fitted maximal effect; % of control where 0% means no effect; nearly all actives have a fitted effect of over 55% in size
#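 Treated cells incubate 48 hr (37 C, 5% CO2), are stained 40 min with Hoechst, and nuclear fluorescence is enumerated; a rise in nuclei with high DNA signal marks re-replication.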
# HT1080-NT tox: kills 2HG-producing HT-1080-NT fibrosarcoma cells; HT-1080-NT fibrosarcoma viability, CellTiter-Glo ATP luminescence, 48 h; Potency, µM (series often up to 46.1 µM), for the others: at the highest dose activity, negative = less viability, hits mostly cytotoxic; 360,000 tested, 1.6% active;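 further: NT is the 2HG producing partner of a matched IDH1 knockdown line; potency means the concentration at half of the fitted maximal effect; 0% = DMSO-treated cells and -100% = media-only wells without cells; nearly all actives have a fitted effect of over 55% in size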
#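 Compounds were tested in concentration-response format on HT-1080-NT cells for 48 hours at 37 degrees C. Cell viability came from CellTiter-Glo luminescence; curves were classified by r2, response magnitude and activity.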
# HepG2 viability: kills HepG2 cells in TGF-b inhibitor counter-screen. HepG2 CAGA-GFP viability, ATP luminescence, 18 h. Potency, µM (top dose mostly 46.1 µM), inactives show top-dose activity change, negative = cytotoxicity, actives largely listed as cytotoxic. 410,000 tested, 0.76% active; further: potency means the concentration at half of the fitted maximal effect; some results filed as inactive show a strong effect at the top dose
#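 HepG2 CAGA-GFP cells (1000/well, DMEM with 1% FBS) received compound, then TGF-beta at 500 pg/mL final, and were incubated 18 hours at 37 degrees C. Viability was read by CellTiter-Glo luminescence. Media-only wells were set as complete cell-killing and DMSO as no toxicity.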
# KB-3-1 tox: KB-3-1 parental cell cytotoxicity; KB-3-1 viability, CellTiter-Glo ATP luminescence, 72 h; Potency, µM (top dose mostly 46.1 µM), for the others: at the highest dose activity change, negative = cytotoxic, most hits filed as cytotoxic; 400,000 tested, 1.4% active; AID 1347075; further: potency means the concentration at half of the fitted maximal effect; on the % scale 0 is the no-effect control and ±100 the full control effect; nearly all actives have a fitted effect of over 60% in size
#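 Using CellTiter-Glo luminescence, growth of non-resistant KB-3-1 adenocarcinoma cells is assessed 72 h after pin-tool compound addition at 37 °C. Normalized responses across the concentration series yield fitted curves.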
# HT1080 IDH1KD tx: HT-1080 IDH1 knockdown cell toxicity (counter line). HT-1080 IDH1 knockdown viability, ATP luminescence, 48 h. Potency, µM (highest dose often 46.1 µM), for the others: at the highest dose activity, negative = toxicity, most hits filed as cytotoxic. 360,000 tested, 2% active. AID 686971;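 further: potency means the concentration at half of the fitted maximal effect; 0% = DMSO wells and -100% = cell-free medium wells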
#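 Cytotoxicity counter-line: IDH1KD HT-1080, 48 h, CellTiter-Glo. Curves classed by r2, magnitude and activity.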
# * marks the source's active call; other numbers are inactive results; i = inactive; u = inconclusive; x = no result given; & = joins results of further samples; [ ] = remark or other dose. Unless noted, the call rests on the fitted dose curve; in most records, active means well fitted curve in the direction sought with a large enough effect; inconclusive means small, poorly fitted or top-dose-only effect, or another doubt; inactive means no such curve, though single readings can be large; an effect the other way counts as inactive or inconclusive.
SMILES,ATXN2 expr inh,IL1B secr inh,MCF10A rereplic,S2 tox,SW480 rereplic,HT1080-NT tox,HepG2 viability,KB-3-1 tox,HT1080 IDH1KD tx
O=C(NCCCN1CCCC1=O)c1cccc(S(=O)(=O)Nc2ccc(Br)cc2)c1,-21%,-2,2%,i,0%,1%,0%,u,-5%
O=C(CSc1nccn(-c2cccc(F)c2)c1=O)Nc1ccc(Cl)cc1F,-3%,-12,1%,i,3%,-14%,-26%,0%,-7%
CC(C)N1CCC(=NNC(=O)c2ccccc2[N+](=O)[O-])CC1,-2%,4,11%,i,-6%,12%,16%,7%,3%
Nc1ccc(C(=O)O)cc1,1%&3%&4%&7%,33&1&-8,u,i,1%&-19%&-44%&3%,15%&-3%&-1%,-16%&-2%&-2%,0%&0%&0%,-3%&20%&4%
O=C(c1ccccc1F)n1c2c(c3ccccc31)CCCC2,-15%,13,15µM*,i,u,u,-14%,u,15µM*
O=C(NCc1ccccc1)c1cccnc1,x,1,9%,i,-6%,-1%,-15%,-2%,-2%
CCCCn1c(SCC(=O)OC)nc2c1c(=O)n(C)c(=O)n2C,9%,-12,-2%,i,-7%,12%,4%,1%,14%
C#CCC(NC(=O)c1ccc(C#N)cc1)C(=O)NCCC (configuration not stated),8%,17,-1%,i,-1%,14%,-2%,21%,7%
CCCCC(=O)NC1(C(F)(F)F)C(=O)N(CC(C)C)C2=C1C(=O)CC(C)(C)C2 (configuration not stated),0%,8,-3%,i,1%,12%,-1%,-4%,12%
COc1ccc(CNC(=O)C2(CC3CC(c4ccccc4)=NO3)CCNCC2)cc1 (configuration not stated),2%,-26,-13%,i,1%,0%,-19%,1%,-7%
COC(=O)Cn1cnc2c(C#N)c3n(c2c1=O)CCCCC3,0%,10,16%,i,-1%,9%,3%,-3%,3%
COc1ccc(N(C)S(=O)(=O)c2ccc(Cl)c(C(=O)NCC(C)(C)N3CCOCC3)c2)cc1,-15%,0,-7%,i,-2%,12%,-9%,-19%,-7%
COC(=O)c1cnc(N)s1,3%,2,x,i,x,-2%,10%,4%,1%
CN(CCc1ccccc1)C(=O)c1ccc(NC(=O)Cc2cccc(NC(=O)C3CCN(C(=O)C4CCC4)CC3)c2)cc1,-2%,-17,13%,i,-17%,0%,0%,0%,-8%
CCN(CC(=O)Nc1ccc(NC(C)=O)cc1)C(=O)CSC(=S)N1CCCC1,x,-6,6%,x,14%,10%,-50%,0%,4%
O=C(CCC(=O)Nc1ccccc1)N/N=C/c1ccc2c(c1)OCO2,28%,8,2%,i,-3%,-7%,0%,9%,-28%
COc1ccc(-c2nnc(-c3ccc(C)cc3)o2)cc1,27%,u,0%,i,-13%,u,-7%,0%,23%
CCc1ccc2oc(-c3cccc(NC(=O)COc4ccccc4Cl)c3)nc2c1,6%,x,x,i,x,x,0%,5%,x
CCOC(=O)C1CCN(C(=O)C2CCN(S(=O)(=O)N3CCCC3)CC2)CC1,5%,19,-1%,i,-5%,5%,-7%,-6%,3%
Cc1ccc(C(C)(O)CS(=O)(=O)Cc2ccccc2Cl)cc1 (configuration not stated),3%,12,5%,i,0%,3%,1%,-5%,3%
C[C@@H]1O[C@@H](OC[C@H]2O[C@@H](Oc3cc(O)c4c(=O)cc(-c5ccc(O)c(O)c5)oc4c3)[C@H](O)[C@@H](O)[C@@H]2O)[C@H](O)[C@H](O)[C@H]1O,0%,-7,-38%[inhibitor],i,-9%,-1%,-8%,0%,9%
Cc1ccc(Nc2cc(C)nc3nncn23)c(C)c1,6%,x,x,i,x,x,-16%,7%,x
NC(=O)c1cn(-c2ccccc2)nc1-c1cc2ccccc2oc1=O,-5%,9,7%,i,-6%,0%,-14%,0%,2%
O=C1c2ccccc2NC(c2ccc(F)cc2)N1Cc1ccccc1 (configuration not stated),x,-18,7%,u,-2%,-7%,-20%,-19%,-5%
Cc1ccc(-c2nc3c(=O)n(-c4ccccc4)c4c(c(=O)n(C)c(=O)n4C)c3o2)cc1,4%,u,2%,i,-7%,6%,23%,6%,6%
CCCC12CN3CCN(CC(C3)/C1=N\NC(=O)c1ccc(C(C)(C)C)cc1)C2,-20%,15,2%,i,-1%,15%,3%,-9%,16%
C=C(C)CNC(=O)C1CCC(=O)N(CCCc2ccccc2)C1 (configuration not stated),10%,-8,-3%,i,-3%,2%,-2%,19%,4%
COc1ccccc1NC(=O)NS(=O)(=O)c1ccc(C)cc1,11%,1,4%,i,0%,7%,5%,4%,1%
Cc1ccc([N+](=O)[O-])cc1NC(=O)c1ccc(CSc2ccccc2)cc1,-11%,-16,-66%[inhibitor],i,0%,-20%,7%,-29%,-13%
CCCCOc1ccc(-c2nnc(N)s2)cc1,34%[activator],-12,u,i,-4%,-2%,0%,-7%,-2%
CCN(Cc1ccccc1)C(=O)COC(=O)c1cc(S(=O)(=O)Nc2c(C)n(C)n(-c3ccccc3)c2=O)ccc1C,1%,-1,u,i,-10%,1%,-24%,5%,-1%
CCOc1ccc(NC(=O)C(CC(=O)O)Cc2ccc(Br)cc2)cc1 (configuration not stated),-2%,18,-5%,i,u,6%,2%,8%,-1%
Cc1cc(=O)n(Cc2cccc(F)c2)c2c1c(C)nn2-c1cccc(F)c1,-4%,x,x,i,x,x,-8%,6%,x
O=C(CSc1nc2ccccc2n1CC(=O)NCc1ccccc1)NCc1ccco1,2%,-8,-2%,i,-3%,2%[9.24 µM],-3%,3%,-24%
O=C(Nc1cccc(F)c1)c1cccc(S(=O)(=O)N2CCOCC2)c1,4%,0,-5%,u,1%,0%,0%,-4%,-1%
CCOC(=O)C1(Cc2cccc(F)c2)CCN(C(=O)C2CCCO2)CC1 (configuration not stated),-16%,0,-4%,i,-5%,26%,4%,1%,16%

# Single entries from the results shown:
# Value of `Nc1ccc(C(=O)O)cc1` under HT1080-NT tox: 15%&-3%&-1%
# Value of `C#CCC(NC(=O)c1ccc(C#N)cc1)C(=O)NCCC` (configuration not stated) under HT1080-NT tox: 14%
# Value of `Cc1ccc(-c2nc3c(=O)n(-c4ccccc4)c4c(c(=O)n(C)c(=O)n4C)c3o2)cc1` under ATXN2 expr inh: 4%

# (cont.)
SMILES,ATXN2 expr inh,IL1B secr inh,MCF10A rereplic,S2 tox,SW480 rereplic,HT1080-NT tox,HepG2 viability,KB-3-1 tox,HT1080 IDH1KD tx
Cc1c(CN2CCCC(CO)(Cc3cccc(Cl)c3)C2)cnn1C (configuration not stated),-1%,-14,3%,i,-4%,3%,-10%,-5%,4%
COc1ccc(C(=O)c2c(-c3ccc(OC)cc3)oc3ccc(-c4ccc(OC)nc4)cc23)cc1,1%,31,5%,i,-88%[inhibitor],0%,1%,-1%,5%
CCN(CC)S(=O)(=O)c1cccc(NC(=O)C2SC(=Nc3ccc(C)cc3C)C(C(=O)NCC3CCCO3)=C2N)c1 (configuration not stated),-15%,0,u,i,u,-1%,-4%,u,-20%
c1ccc2c(c1)ncn2Cc1nnc2sc(-c3ccc4c(c3)OCO4)nn12,65%[activator],34,11%,u,-7%,-8%,-3%,-4%,-15%
COc1cccc(C(=O)CN2C(=O)C(C)(C)Oc3ccc(C(=O)N4CCOCC4)cc32)c1,-6%,20,-13%,i,-15%,5%,9%,7%,8%
CCC1CCCCN1CC(=O)c1c(C)[nH]c2ccc(OC)cc12 (configuration not stated),-2%,15,5%,i,-1%,-5%,3%,11%,-7%
O=C(Cn1c(=O)c2cccn2c2ccccc21)NCCc1ccccc1,x,13,1%,i,-1%,1%,-10%&3%,-1%,0%
CC1(C)C2CCC1(C)C(OC(=O)CNc1ccccc1)C2 (configuration not stated),3%,25,14%,i,-5%,1%,-17%,2%,3%
Cc1ccccc1NC(=O)COC(=O)c1c[nH]c(=O)[nH]c1=O,-27%[11.3 µM],-20,-2%,i,u,22%,21%,0%,16%
C=CCn1c(SCC(N)=O)nc(C)cc1=O,-7%,34,4%,i,-5%,18%,4%,1%,16%
Fc1ccc(-c2csc(NC(=S)Nc3ccccc3)n2)cc1,-12%,31,u,i,-4%,-19%,-25%,0%,-20%
CCOC(=O)C1CCCN(C(=O)c2cc(Cl)ccc2NC(=O)C2=C(C)OCCS2)C1 (configuration not stated),-16%,0,-6%,i,10%,-1%,-19%,5%,-3%

# Quoted at random: two compounds from above, in no set order.
SMILES,ATXN2 expr inh,IL1B secr inh,MCF10A rereplic,S2 tox,SW480 rereplic,HT1080-NT tox,HepG2 viability,KB-3-1 tox,HT1080 IDH1KD tx
COc1ccc(C(=O)c2c(-c3ccc(OC)cc3)oc3ccc(-c4ccc(OC)nc4)cc23)cc1,1%,31,5%,i,-88%[inhibitor],0%,1%,-1%,5%
CC1(C)C2CCC1(C)C(OC(=O)CNc1ccccc1)C2 (configuration not stated),3%,25,14%,i,-5%,1%,-17%,2%,3%

# Further results follow:
SMILES,ATXN2 expr inh,IL1B secr inh,MCF10A rereplic,S2 tox,SW480 rereplic,HT1080-NT tox,HepG2 viability,KB-3-1 tox,HT1080 IDH1KD tx
COCC(C)NC(=O)c1oc2c(c1C)C1(CCC2)SCCS1 (configuration not stated),15%,0,8%,i,-329%[inhibitor],1%,-27%,27%,-1%
COCCN(C(=O)Cc1cccs1)c1nnc(-c2cccnc2)s1,6%,3,9%,i,-3%,-1%,-34%,5%,-4%
CC(O)(c1ccccc1)c1nc(-c2cccc(F)c2)cs1 (configuration not stated),-3%,-1,x,i,x,u,-20%,0%,0%
COc1ccc(N2CCN(S(=O)(=O)c3ccc(Cl)c(C(F)(F)F)c3)CC2)cc1,-29%,-4,14%,i,-5%,-4%,14%,-1%,-3%
COc1ccc(CCNCc2ccc(OCC(=O)N3CCCCC3)c(OC)c2)cc1OC,-5%,-7,-22%,i,2%,-4%,-12%,-11%,8%
CCn1c(SCC(=O)Nc2ccc(OC)cc2)nc2nc3c(cc2c1=O)CCCC3,-22%,-83*,0%,u,12%,-13%,30%,12%,-15%
CC1(c2ccccc2)CC(C)(C)N(C(=O)c2cc([N+](=O)[O-])cc([N+](=O)[O-])c2)c2ccccc21 (configuration not stated),-14%,5,u,i,2%,2%,2%,-3%,0%
